Screens (PubChem BioAssay)
H37Rv inhibition = M. tuberculosis growth inhibition, HTS (AID 449762). hit rate 0.59% among 330,000. inhibition, % at 25 µM, or IC50 in µM where a hit was titrated. M. tuberculosis H37Rv growth inhibition, 7H9 media; higher % means a stronger effect; in the data active means a potency from the dose series; inconclusive means inhibition above about 70% without an active follow-up result;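 further: bacterial growth assessed after seven days of incubation; strong numbers were not always called active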
VEEV TC-83 Vero = inhibitors of VEEV TC-83 cytopathic effect, confirmation, Vero cells (AID 588727) | inhibition, % at 20 µM, or IC50 in µM where a hit was titrated | hit rate 0.13% among 350,000 | Vero cells, VEEV TC-83 cytopathic effect inhibition; higher % means a stronger effect; in the data active means a potency from the dose series; inconclusive means inhibition mostly from about 14% at the one dose, without a potency; inactive means the rest, 99 in 100 with inhibition below about 12%; further: strong numbers were not always called active
tuberculosis growth = growth inhibition of non-replicating M. tuberculosis (AID 488890); hit rate 0.39% among 320,000; inhibition, % at 25 µM, or IC50 in µM where a hit was titrated; Mycobacterium tuberculosis non-replicating, growth inhibition; higher % means a stronger effect; in the data active means a potency from the dose series; inconclusive means inhibition mostly from about 82% at the one dose, without a potency; inactive means the rest, 99 in 100 with inhibition below about 76%;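 further: plate controls were DMSO cells for no effect and high antibiotic wells for full effect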
influenza NS1A = H1N1 influenza NS1A inhibitors, functional cell based assay (AID 504329); NS1A functional cell-based assay, percent inhibition; higher % means a stronger effect; hit rate 0.3% among 340,000; inhibition, % at 12.5 µM, or IC50 in µM where a hit was titrated; in the data active means a potency from the dose series; inconclusive means inhibition above about 27% without an active follow-up result; further: strong numbers were not always called active
Salmonella PhoP GFP = PhoP regulon inhibitors, Salmonella typhi PhoP promoter GFP reporter, confirmatory (AID 1850); Salmonella Typhi PhoP-promoter GFP reporter, fluorescence, 4 h; higher % means a stronger effect; hit rate 0.33% among 310,000; inhibition, % at 50 µM, or IC50 in µM where a hit was titrated; in the data active means a potency from the dose series; inconclusive means inhibition mostly from about 25% at the one dose, without a potency; inactive means the rest, 99 in 100 with inhibition below about 19%;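 further: 0% = induced wells with vehicle and 100% = uninduced wells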
VEEV TC-83 Vero 10K pilot screen = further read-out of VEEV TC-83 Vero, marked with its call; inhibition, %; measured here: 10K pilot screen inhibition
* hit, by the source's call; i = inactive; ? = inconclusive; . = not tested or not shown; & = joins results of further samples.

SMILES	H37Rv inhibition	VEEV TC-83 Vero	tuberculosis growth	influenza NS1A	Salmonella PhoP GFP	others
COc1ccc(C2c3c(ccc4ccccc34)Oc3ncn4nc(Cc5ccccc5)nc4c32)cc1OC (stereo unspecified)	1.3%	4.9%	4.8%	-0.6%	-10.2%
COC(=O)CCN1CCC2CC1c1cc(Cl)ccc12 (stereo unspecified)	.	0.2%	.	-7.4%	.
CC(C)NC(=O)NC(=O)COC(=O)CCCSc1nc2ccccc2s1	12.8%	0.1%	?	-3.0%	9.2%
O=c1[nH]c(/C=C/c2ccc([N+](=O)[O-])cc2)c([N+](=O)[O-])c(=O)[nH]1	-1.9%	0.1%	7.4%	-3.0%	3.1%
O=C(NCc1ccccc1)C(=O)NCC1OCCCN1S(=O)(=O)c1cccs1 (stereo unspecified)	-5.2%	4.8%	22.7%	-16.6%	-1.5%
COc1cc(-c2c(C#N)c(N)nc(SCc3ccncc3)c2C#N)cc(OC)c1OC	1.4%	i	15.4%	-1.2%	-13.6%
COc1ccc(-c2nn(-c3ccccc3)cc2C(=O)NC2CCCCC2C)cc1 (stereo unspecified)	18.2%	0.7%	-1.5%	-10.6%	-2.2%
CC(C)(C)OC(=O)N/N=C\c1ccc(OC(=O)c2cccs2)cc1	60.0%	i	?	27.9%	-3.5%	VEEV TC-83 Vero 10K pilot screen=0.7
CN(Cc1cccc(F)c1)C(=O)c1cc(=O)[nH]c2ccccc12	3.3%	0.1%	4.3%	-6.8%	-5.8%
Cc1ncc(CN2CCCC(C(=O)c3cccc(Cl)c3)C2)s1 (stereo unspecified)	-0.3%	i	7.0%	2.1%	7.6%
COc1ccc(C(c2nnnn2CC2CCCO2)N2CCN(c3cccc(C)c3C)CC2)cc1 (stereo unspecified)	-0.9%	0.3%	42.6%	-0.9%	2.5%&12.6%
N#CC(C#N)=NNc1ccc(S(=O)(=O)N2CCCC2)cc1	6.3%	1.6%	70.7%	4.8%	3.3%
C/C(Cl)=C/CN1C(=O)C2C3C=CC(C3)C2C1=O (stereo unspecified)	5.4%	i	-3.9%	-6.9%	-3.4%
Cc1cc(C)nc(SCc2ccc(C(=O)O)o2)n1	0.4%	0.7%	-6.6%	16.2%	5.7%
CCOc1ccc(NC(=O)N(C2CCCCC2)C2CCN(C(C)=O)CC2)cc1	-13.4%	0.1%	23.5%	31.7%	-4.4%
O=C(Cc1ccccc1)N/N=C/c1cc(Br)cc(Br)c1O	6.1%	9.2%	?	-3.6%	6.5%
COCCCNC(=O)c1cccc(C(=O)NCCCOC)c1	-10.9%	3.4%	-2.3%	-20.5%	-4.9%
CCn1c(=O)cc(OCC(=O)NCCCN2CC(C)CC(C)C2)c2ccccc21 (stereo unspecified)	4.6%	i	0.7%	-5.2%	-5.5%
Oc1c(C(Nc2nccs2)c2ccc(C(F)(F)F)cc2)ccc2cccnc12 (stereo unspecified)	.	i	.	8.1%	.
COc1ccc(-c2oc3cccnc3c2C#CCO)cc1	5.5%	3.2%	20.6%	8.6%	-25.4%

Structures listed so far that contain a thiophene ring, fused or not, in the order listed:
SMILES	H37Rv inhibition	VEEV TC-83 Vero	tuberculosis growth	influenza NS1A	Salmonella PhoP GFP	others
O=C(NCc1ccccc1)C(=O)NCC1OCCCN1S(=O)(=O)c1cccs1 (stereo unspecified)	-5.2%	4.8%	22.7%	-16.6%	-1.5%
CC(C)(C)OC(=O)N/N=C\c1ccc(OC(=O)c2cccs2)cc1	60.0%	i	?	27.9%	-3.5%	VEEV TC-83 Vero 10K pilot screen=0.7

(list continues)
SMILES	H37Rv inhibition	VEEV TC-83 Vero	tuberculosis growth	influenza NS1A	Salmonella PhoP GFP	others
CCCOc1ccc(C(=O)NNC(=S)NC(=O)c2cc(-c3ccccc3)nc3ccccc23)cc1	39.5%	5.0%	?	9.5%	-13.7%
C=CCSC1=C(C#N)C(c2ccc(OCC)cc2)CC(=O)N1 (stereo unspecified)	-9.1%	2.5%	-9.6%	1.6%	.
Cc1ccc(OC(=O)C2CSC3(C)CCC(=O)N23)c(Br)c1 (stereo unspecified)	5.9%	1.1%	11.7%	-4.8%	-1.0%
Cc1nnc(NC(=O)CCSc2ccc(Cl)cc2)s1	2.9%	0.0%	45.9%	-7.0%	-3.0%
CCSc1nnc(N(CCC#N)CCC#N)s1	-6.4%	0.9%	-5.7%	0.2%	-5.0%
CCOC(=O)c1sc(NC(=S)NC(=O)c2ccccc2)nc1C	4.9%	1.9%	12.3%	1.6%	4.0%
CCCCCc1nc2ccccc2c(=O)n1-c1ccccc1[N+](=O)[O-]	1.2%	1.6%	26.0%	0.3%	-4.4%
COCCCN=CC1=C(O)CC(c2ccccc2)CC1=O (stereo unspecified)	11.0%	1.2%	9.2%	15.5%	-4.2%
COc1ccccc1/C=N/NC(=O)CNC(=O)c1ccccc1	-8.9%	1.0%	-2.2%	13.9%	2.6%
COc1ccc2nc(N3CCN(C(=O)c4ccc5ncsc5c4)CC3)sc2c1	-0.5%	0.9%	7.3%	-3.8%	3.0%
CN1CCN(NC(=O)c2cc(S(=O)(=O)N3CCOCC3)c(Cl)cc2Cl)CC1	2.8%	1.0%	-15.1%	-6.8%	-1.0%
Cc1cc(=O)oc2c3c(cc(OCC(=O)NCC(=O)O)c12)OC(C)(C)CC3	-3.6%	0.3%	1.1%	-1.1%	12.7%
CC(=O)Nc1cccc(C(=O)OC(C)C(=O)Nc2ccc(S(=O)(=O)N3CCCC3)cc2)c1 (stereo unspecified)	-3.6%	1.0%	-2.8%	-7.1%	3.8%
O=C(CN1C(=O)NC2(CCCC2)C1=O)Nc1cc(Cl)ccc1Oc1ccccc1	-8.1%	8.1%	10.3%	-3.0%	.
O=C(C1CCN(c2nc(-c3ccccc3)nc3c2CCC3)CC1)N1CCC(O)CC1	3.1%	2.8%	8.7%	9.4%	-3.9%
CCCCOc1cccc(C2C(C(=O)c3ccc(C)o3)=C(O)C(=O)N2Cc2ccco2)c1 (stereo unspecified)	-12.0%	i	64.9%	-23.3%	-0.8%
Cc1ccc(CNC(=O)c2cn(C3CCCCC3)c(=O)c3c2c2ccccc2n3C)o1	5.5%	6.0%	47.4%	0.9%	-6.8%
Cc1cc(=O)[nH]c(SCC(=O)/C=C2\N(C)c3ccccc3C2(C)C)n1	-3.3%	i	2.8%	-6.4%	3.9%
Cc1cnccc1CN(C)C(=O)CC1C(=O)NCCN1CC1CCCCC1 (stereo unspecified)	11.9%	i	10.8%	-5.9%	1.5%
O=C(CSc1nnc(NC(=O)c2c(F)cccc2F)s1)NCc1ccco1	-7.5%	1.7%	68.7%	-16.0%	0.9%

Random excerpt: two compounds from above, in no set order.
SMILES	H37Rv inhibition	VEEV TC-83 Vero	tuberculosis growth	influenza NS1A	Salmonella PhoP GFP	others
O=C(CSc1nnc(NC(=O)c2c(F)cccc2F)s1)NCc1ccco1	-7.5%	1.7%	68.7%	-16.0%	0.9%
COC(=O)CCN1CCC2CC1c1cc(Cl)ccc12 (stereo unspecified)	.	0.2%	.	-7.4%	.

The listing picks up, repeating the 5 entries before the break.
SMILES	H37Rv inhibition	VEEV TC-83 Vero	tuberculosis growth	influenza NS1A	Salmonella PhoP GFP	others
CCCCOc1cccc(C2C(C(=O)c3ccc(C)o3)=C(O)C(=O)N2Cc2ccco2)c1 (stereo unspecified)	-12.0%	i	64.9%	-23.3%	-0.8%
Cc1ccc(CNC(=O)c2cn(C3CCCCC3)c(=O)c3c2c2ccccc2n3C)o1	5.5%	6.0%	47.4%	0.9%	-6.8%
Cc1cc(=O)[nH]c(SCC(=O)/C=C2\N(C)c3ccccc3C2(C)C)n1	-3.3%	i	2.8%	-6.4%	3.9%
Cc1cnccc1CN(C)C(=O)CC1C(=O)NCCN1CC1CCCCC1 (stereo unspecified)	11.9%	i	10.8%	-5.9%	1.5%
O=C(CSc1nnc(NC(=O)c2c(F)cccc2F)s1)NCc1ccco1	-7.5%	1.7%	68.7%	-16.0%	0.9%
CC1CCN(Cc2c(C(=O)N/N=C/c3ccc(OC(C)C)cc3)nnn2-c2nonc2N)CC1	26.4%	4.8%	0.3%	1.6%	-22.3%
COc1ccc(OCC(=O)N2CCC3(CC2)CC(=O)c2ccccc2O3)cc1	5.6%	1.1%	8.6%	-8.0%	-2.6%
CCOc1ccc(-c2ccc(SCC(=O)N3CCOCC3)nn2)cc1	0.8%	2.0%	15.8%	5.3%	23.2%
COC(=O)C1CCCN1S(=O)(=O)c1ccc2ccccc2c1 (stereo unspecified)	15.5%	i	-1.3%	-35.0%	5.8%
c1nc(CCO[C@H]2CCCCO2)cc2cc3c(cc12)OCO3	0.2%	1.4%	23.0%	-1.7%	.
Cc1cc(/C=N/NC(=O)c2ccncc2)c(C)n1-c1cccc(C(F)(F)F)c1	?	1.3%	64.4%	14.1%	6.6%
COCCNS(=O)(=O)c1ccc2c(c1)C(=NO)c1cc(S(=O)(=O)NCCOC)ccc1-2	-8.3%	0.1%	-3.6%	-0.1%	-2.7%
N#Cc1ccc(-c2nnnn2-c2ccc3c(c2)OCO3)cc1	-5.0%	i	-7.3%	2.1%	-3.4%
COc1cc(CCC(=O)OCC(=O)Nc2sccc2C(N)=O)cc(OC)c1OC	.	7.4%	.	0.0%	.
CCN(CC(=O)Nc1c(F)cccc1F)C(=O)c1cn2ccccc2n1	4.2%	0.8%	.	-7.2%	.
COc1ccc(/C=C2\Sc3ccc(C(=O)NC4CC4)cc3N(C)C2=O)cc1OC	?	4.7%	16.6%	10.8%	0.1%
CCOc1cccc(CN2CCC(n3nccc3NC(=O)C3CC3)CC2)c1O	3.3%	0.8%	-10.8%	-7.4%	7.2%
COC(=O)c1sc2ncccc2c1OCc1cccc(Cl)c1	-5.5%	4.5%	9.1%	1.6%	2.8%
CC1=C(C(=O)OCc2ccccc2)C(c2ccsc2)C(C#N)=C(N)O1 (stereo unspecified)	-2.2%	0.5%	-0.1%	-7.7%	-1.0%
CCOC(=O)c1[nH]c(C)c(C(=O)OCCN2C(=O)c3ccccc3C2=O)c1C	-5.5%	0.5%	13.1%	-2.2%	-6.6%
COc1cc(/C=C/C(=O)OCC(=O)NC(=O)NC(C)C)ccc1OCC#N	4.4%	1.8%	71.5%	-5.2%	-3.7%
CC(Oc1ccc2c(c1)c1ccnc3c4ccccc4c(=O)n2c13)C(=O)NCCN1CCOCC1 (stereo unspecified)	?	5.6%	?	-16.7%	8.6%
CN/C=C1\C(=O)C(C)(C)Oc2ccc3ccc(=O)oc3c21	9.2%	9.3%	5.8%	2.9%	-11.8%
Cc1nn(-c2ccccn2)c2c1C(c1ccsc1)C1=C(CCCC1=O)N2 (stereo unspecified)	11.5%	7.6%	26.2%	-3.4%	-17.9%
CC(=O)c1cccc(NC(=O)CN2C(=O)c3ccccc3C2=O)c1	5.3%	i	1.1%	-6.3%	-5.0%
CCCn1c(=O)c2[nH]c(C3CCCC3)nc2n(CCC)c1=O	-2.6%	0.7%	3.8%	2.0%	-7.5%
COc1ccc(S(=O)(=O)N2CCCCC2)cc1NC(=O)Cc1cccc(C(F)(F)F)c1	.	i	.	10.2%	.
Cc1ccccc1CSc1[nH]c(=O)ncc1C	-3.2%	1.1%	9.9%	-3.5%	12.1%
CC(=O)c1ccc(NC(=O)Cn2cnc(S(=O)(=O)N3CCCC3)c2)cc1	-6.7%	1.2%	-18.6%	5.2%	0.3%
CCOC(=O)c1nc2ccccc2c(=O)n1-c1cccc(C)c1	-2.4%	0.4%	-0.7%	6.7%	-4.2%
Oc1cccc(NC(=S)N=Nc2c(O)[nH]c3ccc(Br)cc23)c1	-4.1%	6.7%	-9.6%	19.1%	8.9%
